miR122 inh: miR-122 Renilla sensor signal increase in Huh7, primary screen, miR-122 inhibitor project, cell-based, single point, plate reader | 340,000 tested, 0.3% active | activation (reporter increase), % at 12.5 µM | Huh7 miR-122 Renilla luciferase sensor, 48 h; neutral wells = 0, positive control = 100 | AID 602342, 2012;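 active means mean replicate activation score at least 90 and every replicate individually at or above 90; inconclusive means only one of the two criteria met; inactive means neither criterion met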;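 further: higher luciferase means less miR-122 activity so hits act as miR-122 inhibitors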
CFTR F508del cor: F508del CFTR correction, initial screen, CFBE line, single point | CFBE cells, YFP halide quenching; stimulated with forskolin plus potentiator P3; % fluorescence drop versus neutral controls | activity (quench increase), % at 7.58 µM | 350,000 tested, 0.36% active | AID 720511, 2013;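 active means mean added fluorescence quench of at least 8% versus neutral control, with both replicates also reaching 8%; inconclusive means only one of the mean or replicate conditions met; inactive means mean below 8% and not both replicates reaching 8%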;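 further: cells transiently co-express mutant CFTR-F508del with the halide-sensitive YFP; corrector assay measuring rescue of mutant channel to the surface after 24 h compound exposure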
ERp5 inh: inhibitors of ERp5-driven insulin aggregation, primary screen, biochemical, turbidity, absorbance 650 nm, single point; Protein disulfide-isomerase A6 (Homo sapiens), Q15084; 90 min; inhibition, % at 9.99 µM; 350,000 tested, 0.05% active; AID 651711, 2012;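 active means mean replicate inhibition above about 25%, with every replicate also reaching it, limit read from the data, passing the limit was not always enough; inconclusive means only one of those two criteria met; inactive means neither criterion met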
Target sequence (Q15084 whole entry, looked up): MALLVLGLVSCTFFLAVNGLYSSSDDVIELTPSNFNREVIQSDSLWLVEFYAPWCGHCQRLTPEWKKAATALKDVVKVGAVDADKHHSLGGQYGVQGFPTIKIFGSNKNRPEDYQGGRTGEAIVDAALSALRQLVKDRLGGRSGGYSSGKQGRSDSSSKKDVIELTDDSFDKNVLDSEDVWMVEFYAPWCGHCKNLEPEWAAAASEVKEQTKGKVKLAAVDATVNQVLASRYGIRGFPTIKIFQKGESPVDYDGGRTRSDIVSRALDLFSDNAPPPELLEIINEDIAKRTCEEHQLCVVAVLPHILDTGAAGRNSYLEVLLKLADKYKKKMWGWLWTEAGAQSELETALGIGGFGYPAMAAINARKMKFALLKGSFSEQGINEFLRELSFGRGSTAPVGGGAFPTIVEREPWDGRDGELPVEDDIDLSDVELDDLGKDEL
CASP6 VEID inh: human caspase-6 inhibitors, primary screen, biochemical, VEID-R110 fluorescence, single point, set 2 | inhibition, % at 12.5 µM | 350,000 tested, 0.53% active | P55212 | purified caspase-6, Z-VEID-R110 cleavage fluorescence;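 active means mean inhibition across replicates at least about 35%, with every replicate also reaching that limit, limit read from the data; inconclusive means only one of the two criteria met; inactive means neither criterion met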;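 further: 0% = median of neutral control wells and 100% = no fluorescence left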
Target sequence (P55212 24-179 limits assumed): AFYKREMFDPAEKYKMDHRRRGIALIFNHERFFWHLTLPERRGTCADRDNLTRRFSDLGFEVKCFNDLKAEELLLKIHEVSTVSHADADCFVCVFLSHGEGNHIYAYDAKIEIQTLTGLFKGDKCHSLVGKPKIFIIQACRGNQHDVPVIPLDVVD
Target sequence (P55212 194-293 limits assumed): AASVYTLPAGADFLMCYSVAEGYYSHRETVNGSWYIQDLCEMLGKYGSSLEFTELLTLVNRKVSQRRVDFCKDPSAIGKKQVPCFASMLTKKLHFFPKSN
ERAP1 inh: human ERAP1 aminopeptidase inhibitors, primary screen, biochemical, single point, plate reader | Endoplasmic reticulum aminopeptidase 1 (Homo sapiens), Q9NZ08 | recombinant ERAP1, Leu-AMC fluorescence, 60 min | inhibition, % at 10.7 µM | 340,000 tested, 0.15% active | AID 652197, 2013;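 active means mean replicate inhibition of at least 30%, or all replicates individually reaching that 30% level; inactive means mean below 30% and not every replicate reaching it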;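 further: 0% = neutral control wells and 100% = L-leucinethiol positive control wells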
SIRT5 block: SIRT5 desuccinylase inhibitors, primary screen, biochemical, fluorescence imaging, single point, set 5 | NAD-dependent protein deacylase sirtuin-5, mitochondrial (Homo sapiens), Q9NXA8 | Purified SirT5, succinyl-peptide AMC, trypsin-coupled fluorescence | inhibition, % at 15 µM | 330,000 tested, 1.1% active | AID 652115, 2013; in the data active means inhibition above about 15%; inconclusive means no clear call, values can overlap the other calls
Target sequence (Q9NXA8 whole entry, looked up): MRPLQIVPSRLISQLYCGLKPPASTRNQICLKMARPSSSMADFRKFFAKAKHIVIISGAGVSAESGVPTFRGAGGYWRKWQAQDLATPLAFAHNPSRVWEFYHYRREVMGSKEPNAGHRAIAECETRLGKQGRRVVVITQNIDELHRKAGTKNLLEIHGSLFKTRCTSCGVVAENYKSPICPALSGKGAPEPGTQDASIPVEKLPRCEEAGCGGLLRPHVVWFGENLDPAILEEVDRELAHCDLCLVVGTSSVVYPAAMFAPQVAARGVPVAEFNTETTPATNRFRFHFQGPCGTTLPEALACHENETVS
DENV2 CPE rescue: inhibitors of DENV2 cytopathic effect, primary screen, cell-based, plate reader, single concentration | CPE inhibition, % at 9.99 µM | 350,000 tested, 1.7% active | AID 651640, 2012 | DENV2-infected cells, cytopathic effect rescue; in the data active means CPE inhibition above about 20%, passing the limit was not always enough; inconclusive means no clear call, values can overlap the other calls; tested in BHK-21 cells;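 further: 0% = median of neutral control wells and 100% = median of positive control wells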
An asterisk follows results filed as active; ? = inconclusive; nt = no result given; [ ] = remark or other dose.

Results follow in this order: ERp5 inh, SIRT5 block, CASP6 VEID inh, DENV2 CPE rescue, miR122 inh, ERAP1 inh, CFTR F508del cor
CC(=O)c1cccc(NC(=O)NC2CC(=O)N(c3ccc4c(c3)OCCO4)C2)c1 (stereo not given)
  1, -2, 0, 3, -12, -2, 2.0
COc1ccc(C(C)=O)c(Oc2ccc(S(=O)(=O)N3CCOCC3)cn2)c1
  -3, -2, -3, -4, nt, -1, -1.0
Cc1noc(C)c1C(=O)N1CCCC(C(=O)c2cccc(C(F)(F)F)c2)C1 (stereo not given)
  -6, -3, -3, -2, -12, -9, 0.8
CN(C(=O)c1ccc2c(c1)OCO2)C1(C)CCS(=O)(=O)C1 (stereo not given)
  -3, 2, -1, -4, nt, -1, 6.0
C[C@@H]1CN([C@@H](C)CO)S(=O)(=O)c2ccc(C#CC3CC3)cc2O[C@H]1CN(C)C(=O)c1ccncc1
  -13, 4, 1, 8, 1[16.7 µM], 0, -0.6
CC(=O)c1cccc(NC(=O)CC2CCCC2)c1
  5, 0, 2, ?, 8, 1, -0.9
COc1ccc(S(=O)(=O)N(C)CC(=O)N2CCCC2)cc1OC
  3, 0, 2, 9, -1, -3, -1.6
COc1ccccc1CCNC(=O)CN1C(=O)NC2(CCCC2)C1=O
  3, 0, 2, -7, nt, 0, 0.3
CC(=O)c1cccc(NC(=O)CCn2c(=O)oc3ccccc32)c1
  1, -1, 5, 18, -1, 0, 0.2
CCc1ccc(NC(=O)COC(=O)c2nc3nc(C)cc(C)n3n2)cc1
  -10, 12, 4, -7, -9, 7, -4.3
CC(C(=O)Nc1cc([N+](=O)[O-])ccc1Cl)N1CCN(c2ccccc2)CC1 (stereo not given)
  1, 5, 1, nt, -4, -2, -2.5
COc1cc(C(=O)Nc2nccs2)ccc1OCc1c(C)noc1C
  -1, 0, 4, 4, nt, 1, 3.3
CC(C)c1ccc(NC(=O)C2(C)Cc3c(-c4ccc(N(C)C)cc4)ccnc3O2)cc1 (stereo not given)
  0, -4, 2, 4, 1, 7, -3.3
COc1ccc2[nH]c(C(=O)Nc3ccc(F)cc3Br)cc2c1
  3, 1, 2, 20, 8, nt, 2.3
O=C(CC(NC(=O)c1ccccc1Cl)c1ccccc1)NC1=NCCS1 (stereo not given)
  -1, 4, 2, 7, 7, 5, 0.3
CC(NC(=O)NC1CCCCC1)c1ccccc1 (stereo not given)
  -5, 0, 2, nt, -5, 8, nt
CO[C@@H]1CN(C)C(=O)c2cc(NC(=O)Nc3c(C)noc3C)ccc2OC[C@@H](C)N(CCC(F)(F)F)C[C@H]1C
  -8, 12, -2, 5, nt, 0, -2.0
N#CCSc1nc2ccccc2c(=O)n1CCCC(=O)NCC1CCCO1 (stereo not given)
  0, -3, 1, -2, nt, -4, -3.8
COc1cc(C(=O)N2CCC2(C)C(=O)NC(C)C)cc(OC)c1OC (stereo not given)
  4, nt, 0, -15, 1, -1, 1.1
CC1(C)Cc2ccccc2-c2nc(NN)[nH]c(=O)c21
  1, -5, 1, 1, -1, 1, -1.9
CC(C)NC(=O)C(=O)NCCN1CCN(C(=O)c2ccc(C(C)(C)C)cc2)CC1
  -9, 2, 2, 11, -6, 2, 0.0
Cc1noc(C)c1S(=O)(=O)N(C)C[C@@H]1OCCCC[C@H](C)Oc2ccc(NS(=O)(=O)c3ccc(Cl)cc3)cc2C(=O)N([C@@H](C)CO)C[C@H]1C
  2, -3, 2, -13, 1[16.7 µM], 3, 1.3
COc1ccc(NC(=O)Nc2nnc(CC(=O)NCc3ccccc3)s2)cc1
  2, -4, 0, -6, nt, -1, 1.5
CCN1C(=O)N[C@@H](CCc2ccccc2)[C@H](C(C)=O)[C@H]1C
  -2, 0, 1, -8, nt, 0, -3.4
Cc1onc(-c2c(F)cccc2Cl)c1C(=O)NNC(=O)C1CCN(Cc2ccccc2)CC1
  -3, -4, -4, -2, nt, -2, -0.2
CC1(C)C(c2cccs2)=[N+]([O-])C2(CCCCC2=O)N1O (stereo not given)
  7, 4, 0, 0, -6, 3, 1.7
COC(=O)c1cccc(NC(=O)COc2cccc([N+](=O)[O-])c2)c1
  -3, -3, 3, -1, nt, -4, -1.2
COc1ccc(NC(=O)CCCc2nc3ccccc3c(=O)[nH]2)cc1Cl
  2, nt, -2, -7, nt, -1, 1.7
CS(=O)(=O)N(CC(=O)N1CCN(c2ccccc2F)CC1)c1cccc(C(F)(F)F)c1
  -7, -4, 3, 6, nt, -9, -3.0
CCOC(=O)CN1C(=O)N[C@@H](c2ccccc2)[C@H](C(C)=O)[C@H]1C
  0, 0, -5, 9, nt, 2, -0.1
Cc1ccccc1OCC(=O)OCC(=O)Nc1ccc2c(c1)OCO2
  0, 2, 3, 20, nt, -5, -2.6
COCCNC(=O)C1(C)CCN(C(=O)c2ccc3c(c2)C(C)(C)CCC3(C)C)C1 (stereo not given)
  0, -1, -1, -3, 4, -5, 2.5
CC(=O)N(C)C[C@H]1Oc2cc(-c3cccc(C#N)c3)ccc2S(=O)(=O)N([C@H](C)CO)C[C@@H]1C
  1, 0, 3, 0, 0[16.7 µM], 9, -2.4
O=C(N/N=C/c1ccc(Cl)cc1)c1ccc2c(c1)OCO2
  -1, -1, 0, -2, 18, -1, 2.7
CCN(CC(=O)Nc1ccccc1OC)C(=O)CN1C(=O)NC2(CCCC2)C1=O
  2, 6, 1, -4, nt, 0, 0.1
Cc1cccc(N2N=C(C(=O)O)CCC2=O)c1
  0, 6, -4, 7, -1, -5, 1.4
O=C(N[C@@H]1CC[C@@H](CCNC(=O)C2CCOCC2)O[C@H]1CO)c1ccncc1
  1, 1, 7, 8, nt, -2, 1.8
COCC(=O)Oc1c(S(=O)(=O)c2ccccc2)c(C)nn1C(C)(C)C
  5, 0, -2, -8, -2, -2, -1.8
COc1ccc(S(=O)(=O)N2CCc3ccccc32)cc1C(=O)N1CCOCC1
  -1, 9, 8, 3, 5, 0, -0.2
CCCc1cc(=O)oc2c3c(cc(OCC(=O)NCC4CCC(C(=O)O)CC4)c12)OC(C)(C)CC3 (stereo not given)
  1, -78, 4, -4, -25, 4, -0.1
CC(=O)Nc1ccc(S(=O)(=O)N(C)CC(=O)N/N=C/c2ccncc2)cc1
  3, -2, 2, 11, -11, -1, -0.3
O=C(COC(=O)C1COc2ccccc2O1)c1ccc(F)cc1 (stereo not given)
  -3, -3, 1, 10, -2, 4, 1.5
COc1cccc(CN(C)C(=O)CC23CC4CC(CC(C4)C2)C3)c1OC
  -1, 1, 4, -10, 1, -1, 3.2
C[C@@H]1CCCCO[C@@H](CN(C)C)[C@@H](C)CN([C@H](C)CO)C(=O)c2cc(NC(=O)Nc3ccc(C(F)(F)F)cc3)ccc2O1
  2, 5, -3, ?, 10[16.7 µM], 0, -1.7
Cc1c(C(=O)NCCCN2CCCCC2)oc2ccc3c(c12)C(O)CC1(CCCCC1)O3 (stereo not given)
  -11, -9, -17, -4, 3, 4, -2.8
CN1C(=O)c2cc(NC(=O)c3cccs3)ccc2OC[C@H]2O[C@@H](CC(=O)N3CCCCC3)CC[C@@H]21
  1, -2, 6, 1, 28[16.7 µM], 3, -1.2
CNC(=O)COC(=O)CNC(=O)c1cc(Cl)cc([N+](=O)[O-])c1
  -5, -4, 1, nt, nt, 3, -3.7
C[C@H]1CN([C@@H](C)CO)C(=O)c2cc(-c3ccncc3)cnc2O[C@@H]1CN(C)C(=O)c1cccc(F)c1
  -2, -6, 1, ?, 1[16.7 µM], 0, 2.1
CC1CCN(CC(O)COc2ccc(-c3ccccc3)cc2)CC1 (stereo not given)
  2, -2, -8, ?, 5, -3, -1.4
Cn1c(N2CCCC2)nc2c1c(=O)[nH]c(=O)n2C
  2, -1, 1, -1, nt, 2, -1.4
CC1Cc2ccccc2N1C(=O)CN1C(=O)NC(C)(CCc2ccccc2)C1=O (stereo not given)
  1, -5, -7, ?, nt, 3, -1.7
CCCN1CCN(CCCNC(=O)CN2C(=O)C(CC)Oc3ccccc32)CC1 (stereo not given)
  -1, 3, -23, 15, -1, -1, 0.0
CN1CCO/C1=C(\C(Cl)=C(Cl)Cl)[N+](=O)[O-]
  5, -1, -1, 4, nt, 2, -2.5
COc1ccc(CN(CC(=O)NC2CCCCC2)C(=O)CCC(=O)Nc2nccs2)cc1
  -3, -12, -2, 1, -2, 2, -4.3
CCOc1ccccc1C(=O)Nc1ccc2c(c1)C(=O)NC2=O
  4, -1, 0, 3, 12, 4, 2.4
CCOC(=O)C(NC(C)=O)C(=O)Nc1ccc(C)cc1C (stereo not given)
  -3, -1, -2, -3, nt, 0, 4.6
O=C(Cc1ccc(Cl)cc1)c1c[nH]c(C(=O)NCCCN2CCOCC2)c1
  -7, 4, -16, 6, nt, -6, 2.2
Cc1cc(C)c(NC(=O)C2=COCCO2)c(C)c1
  2, -3, -2, -1, 2, 2, 0.0
Cc1ccccc1S(=O)(=O)N1CC(=O)N2[C@H](C1)[C@@H](c1ccc(C#CC3CC3)cc1)[C@@H]2CO
  3, 9, 0, 17, nt, 2, 4.4
Cc1ccc(S(=O)(=O)Nc2ccc3c(c2)CC(=O)N([C@@H](C)CO)C[C@H](C)[C@H](CN(C)S(=O)(=O)c2c(C)noc2C)O3)cc1
  -6, 6, 0, -9, -6[16.7 µM], -2, 2.8

The list goes on:
Results follow in this order: ERp5 inh, SIRT5 block, CASP6 VEID inh, DENV2 CPE rescue, miR122 inh, ERAP1 inh, CFTR F508del cor
Cc1c(C(=O)NC(=S)NCC(C)C)oc2ccccc12
  -6, -2, -2, 1, -3, -3, nt
CC[C@]12c3[nH]c4ccccc4c3CCN1C(=O)C(CC(=O)NC/C=C(\C)CCC=C(C)C)C[C@@H]2C(=O)N1CCN(C(=O)C2CC2)CC1 (stereo not given in full)
  7, -1, 2, 4, -13, -3, -3.4
C[C@H](CO)N1C[C@H](C)[C@@H](CN(C)C(=O)Nc2cccc3ccccc23)Oc2ccc(NC(=O)Nc3cccc4ccccc34)cc2C1=O
  15, 5, 1, -2, -1[16.7 µM], -4, 1.6
CCOc1ccccc1N(CC(=O)NCC1CCCO1)C(=O)CNS(=O)(=O)c1ccccc1 (stereo not given)
  3, -3, 1, -2, nt, 7, -4.3
Cc1cc(NC(=O)c2cc3ccccc3oc2=O)no1
  4, nt, 1, nt, 2, -2, nt
Cc1cccc(NC(=O)CCCc2ccccc2)c1C
  -1, -4, 2, 2, -7, -3, 1.4
CC(C)NC(=O)N(C)C[C@H]1Oc2ncc(C3=CCCCC3)cc2C(=O)N([C@H](C)CO)C[C@@H]1C
  3, 0, -4, 5, 4[16.7 µM], -3, -1.0
C/C=C/c1ccc([C@H]2[C@@H](CO)N(C(=O)C3CC3)[C@H]2CN(C)C(C)=O)cc1
  -2, 1, 2, -3, -7[16.7 µM], 5, -2.7
C=CCN1C(=O)c2ccc(C(=O)NCCc3ccc(OC)c(OC)c3)cc2C1=O
  5, -2, 0, -7, 1, 0, 3.9
NC(=NCCc1ccccc1)NS(=O)(=O)c1ccccc1F
  -1, -5, -9, 8, -3, -2, -0.5
COc1ccccc1CN(C)C[C@@H]1OCc2ccccc2-c2c(n(C)c3ccccc23)C(=O)N([C@@H](C)CO)C[C@H]1C
  -5, nt, 1, -3, nt, 0, -0.4

Ordered by count of non-hydrogen atoms (descending): part of the list above.
Results follow in this order: ERp5 inh, SIRT5 block, CASP6 VEID inh, DENV2 CPE rescue, miR122 inh, ERAP1 inh, CFTR F508del cor
COc1ccccc1CN(C)C[C@@H]1OCc2ccccc2-c2c(n(C)c3ccccc23)C(=O)N([C@@H](C)CO)C[C@H]1C
  -5, nt, 1, -3, nt, 0, -0.4
CCOc1ccccc1N(CC(=O)NCC1CCCO1)C(=O)CNS(=O)(=O)c1ccccc1 (stereo not given)
  3, -3, 1, -2, nt, 7, -4.3
Cc1c(C(=O)NC(=S)NCC(C)C)oc2ccccc12
  -6, -2, -2, 1, -3, -3, nt

High-throughput results (PubChem BioAssay)
